# FadD28 binding – inhibitors of FadD28 bisubstrate probe binding, primary screen, biochemical, fluorescence polarization, single point. Mycobacterium tuberculosis FadD28 fatty-acid-AMP ligase. inhibition, % at 12.5 µM. 0.22% of 360,000 active. AID 588549, 2011; in the data active = inhibition above about 8.5%, passing the limit was not always enough; inconclusive = no clear call, values can overlap the other calls
# GDH-TPI inh – GDH-TPI coupling enzyme inhibitors, primary screen, artefact control for M. tuberculosis FBA inhibitor project, biochemical, absorbance, full deck | AID 588335, 2011 | 1.2% of 360,000 active | inhibition, % at 4.8 µM | GDH-TPI coupled enzyme counterscreen, NADH absorbance; in the data active = inhibition above about 30%;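 also: 0% = DMSO wells and 100% = wells lacking the enzyme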
# PfHsp40 rescue – rescue of yeast from PfHsp40 toxicity, primary screen, S. cerevisiae, ATP luminescence; S. cerevisiae expressing PfHsp40, growth rescue; growth rescue, % at 12.5 µM; 0.68% of 340,000 active; in the data active = growth rescue above about 28%, passing the limit was not always enough; inconclusive = no clear call, values can overlap the other calls;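 also: yeast W303a lacking pdr1 and pdr3 grown in galactose medium; growth measured after three days at 30 °C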
# BoNT A protease – BoNT/A light chain protease inhibitors, primary screen, biochemical, flow cytometry, MLPCN library | Botulinum neurotoxin type A light chain protease (Clostridium botulinum A str. ATCC 3502) | multiplex microsphere protease substrate cleavage | inhibition, % at 10 µM | 0.17% of 360,000 active | AID 588499, 2011; also: plate controls were buffer without enzyme for full effect and enzyme alone for no effect
# BoNT-F LC inh – BoNT/F light chain protease inhibitors, primary screen, biochemical, flow cytometry, MLPCN library. Botulinum neurotoxin type F light chain protease (Clostridium botulinum). Multiplex microsphere protease cleavage assay. inhibition, % at 10 µM. 0.22% of 360,000 active. AID 588497, 2011; in the data active = inhibition above about 35%, passing the limit was not always enough; inconclusive = no clear call, values can overlap the other calls; also: plate controls were buffer without enzyme for full effect and enzyme alone for no effect
# Mtb UGM inh – M. tuberculosis UGM enzyme inhibitors, primary screen, biochemical, fluorescence polarization, single point. inhibition, % at 10 µM. UDP-galactopyranose mutase (Mycobacterium tuberculosis (strain ATCC 25618 / H37Rv)), …. 0.06% of 320,000 active. purified UGM, fluorescence polarization probe displacement; in the data active = inhibition above about 10%, passing the limit was not always enough; inconclusive = no clear call, values can overlap the other calls
# FBA Mtb inh – Mtb FBA enzyme inhibitors, primary screen, biochemical, fluorescence, strain H37Rv; AID 588726, 2011; 2.3% of 360,000 active; purified M. tuberculosis FBA, fluorescence read-out; Fructose-bisphosphate aldolase (Mycobacterium tuberculosis (strain ATCC 25618 / H37Rv)), …; inhibition, % at 1 µM; in the data active = inhibition above about 27%;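 also: 0% = vehicle and 100% = reference inhibitor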
# BioA inh – M. tuberculosis BioA enzyme inhibitors, primary screen, biochemical, plate reader, single point, HTS; 7,8-diaminopelargonic acid synthase BioA (Mycobacterium tuberculosis); purified M. tuberculosis BioA enzyme; inhibition, % at 9.99 µM; 0.096% of 360,000 active; in the data active = inhibition above about 40%; inconclusive = no clear call, values can overlap the other calls
# Anthrax LF prot – Bacillus anthracis LF protease inhibitors, primary screen, biochemical, multiplex microsphere, MLPCN library; multiplex microsphere protease cleavage assay; inhibition, % at 10 µM; Lethal factor (Bacillus anthracis), P15917; 0.12% of 360,000 active; also: plate controls were buffer without enzyme for full effect and enzyme alone for no effect
# Target sequence (P15917 whole entry, looked up): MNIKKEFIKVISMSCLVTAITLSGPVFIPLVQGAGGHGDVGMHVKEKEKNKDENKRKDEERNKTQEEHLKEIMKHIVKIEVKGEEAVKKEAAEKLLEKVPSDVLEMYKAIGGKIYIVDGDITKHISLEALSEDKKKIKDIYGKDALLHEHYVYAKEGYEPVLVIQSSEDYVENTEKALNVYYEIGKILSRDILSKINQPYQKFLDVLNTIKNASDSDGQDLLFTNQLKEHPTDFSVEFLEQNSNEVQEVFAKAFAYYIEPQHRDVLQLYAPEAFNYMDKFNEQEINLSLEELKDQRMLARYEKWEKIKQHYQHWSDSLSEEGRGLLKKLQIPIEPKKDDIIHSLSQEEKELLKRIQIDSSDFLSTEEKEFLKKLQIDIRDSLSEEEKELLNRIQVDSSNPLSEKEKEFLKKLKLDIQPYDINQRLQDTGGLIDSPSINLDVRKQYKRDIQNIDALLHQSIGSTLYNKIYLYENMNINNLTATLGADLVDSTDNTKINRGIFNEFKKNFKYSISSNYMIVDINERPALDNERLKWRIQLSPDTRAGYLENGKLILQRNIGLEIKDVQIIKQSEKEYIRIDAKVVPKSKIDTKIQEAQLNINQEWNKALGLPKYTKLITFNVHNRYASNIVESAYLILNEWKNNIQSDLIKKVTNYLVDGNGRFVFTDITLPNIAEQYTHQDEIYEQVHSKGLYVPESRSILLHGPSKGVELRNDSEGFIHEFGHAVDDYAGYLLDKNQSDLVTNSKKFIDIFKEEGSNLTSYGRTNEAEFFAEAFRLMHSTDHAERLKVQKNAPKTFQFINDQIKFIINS
# Starred values were filed as active, the others as inactive; ? = inconclusive; / = not tested or not shown. Rule as the data show it, unless noted: active = inhibition above about 30%; inconclusive = no clear call, values can overlap the other calls; inactive = below that.
SMILES,FadD28 binding,GDH-TPI inh,PfHsp40 rescue,BoNT A protease,BoNT-F LC inh,Mtb UGM inh,FBA Mtb inh,BioA inh,Anthrax LF prot
C/C(=C\C#N)n1nc(C)cc1N,-0.9,13,-0.7,-0.5,-2,6.5,2,0.9,-2
N=C(N)SCCc1cccc(CCSC(=N)N)c1,-3.5,-2,1.0,-0.8,-8,3.6,0,-0.9,0
Cc1ccc(S(=O)(=O)N2CCN(CCOc3c(Cl)cccc3Cl)CC2)cc1C,-3.1,1,2.8,-1.2,0,-0.6,-1,-0.7,1
CN(Cc1c(F)cccc1Cl)S(=O)(=O)c1cccs1,-2.0,10,-0.3,-1.1,-11,-1.4,1,0.9,0
CCC(=O)c1ccc(OCC(O)Cn2c(C)nc3ccccc32)cc1 (configuration not stated),-1.9,-2,0.6,-0.2,26,1.1,6,0.1,3
Cc1csc(NC(=O)c2cccc(S(=O)(=O)N3CCN(C)CC3)c2)n1,-0.2,5,-0.5,-1.0,-2,-1.9,7,/,-2
CC(=O)NC(Cc1ccccc1)C(=O)N1CCN(C(=O)c2cccs2)CC1 (configuration not stated),0.0,6,-0.4,-0.5,0,0.9,0,0.9,-3
COC(=O)c1ccc(/C(O)=C(\C#N)c2nc3ccccc3s2)cc1,2.6,29,-0.1,1.2,4,2.2,1,-2.0,0
Cc1ccc(OCC(=O)N/N=C/C=C/c2ccco2)c(Br)c1,1.1,34*,0.6,-1.6,5,/,2,-0.6,0
COc1cc(CN2CCCC(C)C2)ccc1OCc1ccccc1 (configuration not stated),-1.0,-3,-0.2,-1.6,-11,0.1,-1,1.1,-6
Cc1ccc(-c2nnc(SCC(=O)N3c4ccccc4NC(=O)C3(C)C)n2N)cc1,-3.7,3,-0.5,0.1,7,0.2,-1,-0.3,-9
COc1cc(NC(=O)c2ccccc2)c(OC)cc1NC(=O)CN1CCN(c2ccccn2)CC1,-3.7,16,2.5,1.9,-4,1.6,-2,0.5,-1
COc1ccc(CCN2CCCn3c2nc2c3c(=O)n(CC(C)C)c(=O)n2C)cc1OC,-0.7,1,/,-1.0,7,0.0,3,7.3,-4
CN(C)C=Nc1c(Br)cc(Br)c2nonc12,0.5,11,-0.7,71*,/,-1.9,-1,-5.3,6
Cc1ccc(Cn2nc(C)c(C=O)c2Cl)cc1,-0.7,4,0.1,-2.5,-7,-1.3,7,/,-4

# The final four compounds of the section above come first, to join the parts:
SMILES,FadD28 binding,GDH-TPI inh,PfHsp40 rescue,BoNT A protease,BoNT-F LC inh,Mtb UGM inh,FBA Mtb inh,BioA inh,Anthrax LF prot
COc1cc(NC(=O)c2ccccc2)c(OC)cc1NC(=O)CN1CCN(c2ccccn2)CC1,-3.7,16,2.5,1.9,-4,1.6,-2,0.5,-1
COc1ccc(CCN2CCCn3c2nc2c3c(=O)n(CC(C)C)c(=O)n2C)cc1OC,-0.7,1,/,-1.0,7,0.0,3,7.3,-4
CN(C)C=Nc1c(Br)cc(Br)c2nonc12,0.5,11,-0.7,71*,/,-1.9,-1,-5.3,6
Cc1ccc(Cn2nc(C)c(C=O)c2Cl)cc1,-0.7,4,0.1,-2.5,-7,-1.3,7,/,-4
O=C(NC1CCCCC1)N1CCC(n2c(=O)[nH]c3ccccc32)CC1,0.1,8,1.3,0.7,2,0.1,3,-1.7,0
COc1cc(/C=N/NC(=O)c2nnn(-c3nonc3N)c2C(C)C)ccc1OCc1ccc(F)cc1,-3.3,19,1.1,-1.5,0,-2.6,-2,-2.1,4
CC1CC(=NNC(=O)C2COc3ccccc3O2)CC(C)(C)C1 (configuration not stated),0.3,-8,0.0,-0.4,-6,-2.5,0,0.9,-6
COc1ccc(NCC(=O)n2c(C)c(C)c3ccccc32)cc1OC,-1.2,7,-0.8,/,/,-1.4,0,/,/
Cc1ccc(C(=O)Nc2nnc(Cc3ccccc3)s2)cc1,-0.4,4,1.1,-0.2,6,1.7,0,-1.1,-10
CC1CCN(c2nc3ccc(C(=O)O)cc3s2)CC1,0.2,12,2.2,-0.1,-1,0.2,-1,-1.3,0
CCC1CCCCN1C(=O)CSc1nnc(-c2ccc3c(c2)OCCO3)o1 (configuration not stated),-0.7,9,1.0,0.3,2,2.5,3,-0.6,-5
COc1ccccc1NC(=O)NCCC1=CCCCC1,-2.2,-4,1.5,-0.2,0,-0.4,-3,/,-1
FC(F)(F)c1cccc(NC(=S)Nc2cccc(Cl)c2)c1,-5.9,-3,-0.3,-0.2,0,-1.0,2,1.1,-2
CC(C)c1ccc(NC(=O)C2Cc3c(-c4cccc(F)c4)ccnc3O2)cc1 (configuration not stated),-3.2,15,/,0.3,-2,/,1,-1.2,2
COc1ccc2c(c1)C1(Nc3ccccc3-c3nc4ccccc4n31)C(=O)N2 (configuration not stated),-5.0,8,0.2,1.6,4,-6.9,0,0.6,2
COC(=O)C1=C(C)NC(C)=C(C(=O)OC)C1c1ccc(-c2cccc(Cl)c2Cl)o1,-4.5,7,1.7,-0.7,0,2.8,7,-0.5,-3
CCOc1ccc(NC(=O)c2ccc(NC(=O)c3ccc(NC(N)=O)cc3)cc2)cc1,-4.8,0,/,-0.6,2,0.9,-2,-1.7,0
COc1ccc(C(=O)NCc2nnc(SCC(=O)c3ccc(F)cc3)n2C)cc1OC,-1.3,3,3.8,-91,-133,0.1,4,0.3,-21
COc1ccc([C@H]2CC(=O)C=C(c3ccc(F)nc3)C2)cc1OC,-6.7,-6,0.4,-0.2,2,-2.2,-2,23,2
OCCNc1c2ccccc2nc2c(F)c(F)c(F)c(F)c12,-0.5,2,-0.7,-0.4,-22,-1.8,72*,/,-2
CCOc1ccccc1NC(=O)C1CCCN(S(=O)(=O)c2ccc3c(c2)C(C)(C)C(=O)N3C)C1 (configuration not stated),-3.0,7,-0.1,-0.4,-8,-3.4,-1,3.1,-2
C/C(=N\NC(=O)COc1ccccc1-c1ccccc1)c1ccc(O)cc1O,-5.0,9,3.0,-0.1,-7,6.7,-4,/,-4
Cc1ccc(NC(=O)/C(=C/c2cccs2)NC(=O)c2ccco2)c(C)c1,-0.9,10,-1.1,-1.0,-12,0.3,-2,/,1
CC1CCCC(C)N1C(=O)Cn1cc(/C=C2/C(=O)Nc3ccccc32)c2ccccc21 (configuration not stated),-1.0,11,1.1,0.1,2,0.6,-10,-3.1,-8
COc1cc2c(c(OC)c1O)C(=O)CO2,-4.3,7,-0.5,2.9,?,-1.4,1,-1.4,-10
O=C1CCCN1C(=O)CSc1nnnn1-c1ccccc1,-2.1,-1,0.8,-0.7,-8,-4.6,-1,-1.3,-8
O=[N+]([O-])c1cccc(S(=O)(=O)NCCOc2cccc3cccnc23)c1,0.1,5,0.2,?,?,-0.5,6,0.4,?
COc1ccc(CCNC(=O)C2CCN(Cc3nc(-c4ccc(Cl)cc4)oc3C)CC2)cc1OC,1.2,1,2.1,-1.0,-2,/,6,0.5,-9
CCCCNC(=O)C1(C)CCCCN1C(=O)c1cc(C#N)cs1 (configuration not stated),-1.3,5,/,0.2,4,/,-1,-0.7,-8
CCc1nnc(NC(=O)CSc2nnc(CNc3cccc(Cl)c3)n2CC)s1,-4.1,0,0.2,0.1,9,-0.1,-4,0.3,-2
COC(=O)Cn1c(CCS(=O)(=O)c2ccc(Cl)cc2)nc2ccccc21,-1.4,5,0.1,-0.2,-1,-0.7,5,1.9,-2
O=C(O)c1cc([N+](=O)[O-])ccc1NCc1ccccn1,-2.3,16,-1.0,-0.5,-2,0.5,-5,2.9,-6
Cn1c(=O)[nH]c(=O)c2c1nc(N1CCCCC1)n2CC(O)COc1ccc([N+](=O)[O-])cc1 (configuration not stated),-0.9,8,-0.8,-2.8,?,4.3,-1,-1.1,-24
CC(=O)Nc1nc(-c2ccc3ccccc3c2)cs1,-0.6,21,-0.2,-0.8,-9,-0.7,6,-1.3,11
CCOc1ccc(CN2CCN(Cc3c[nH]c4ccccc34)CC2)cc1,-3.5,-1,1.3,-1.2,-11,1.3,2,0.9,4
COc1cccc(CNC(=O)[C@@H](C)N2C(=O)N3CCc4c([nH]c5ccc(OC)cc45)C3(C)C2=O)c1 (some centres not stated),1.7,0,1.6,0.4,7,3.7,7,-0.1,2
Cc1cccc(C)c1NC(=O)CCCSc1nnc(-c2ccc(F)cc2)n1-c1ccccc1,-3.5,-3,-0.3,0.1,-3,-0.4,-2,12,0
Cc1ccc(NS(=O)(=O)c2cn(C)c(=O)n(C)c2=O)c(C)c1,0.0,-2,-0.6,-0.7,-3,0.8,2,1.4,-10
CC(NCc1ccc(S(N)(=O)=O)cc1)C(=O)Nc1cccc(Cl)c1 (configuration not stated),-2.8,2,0.7,-1.0,-7,-0.7,2,-0.7,3
CCCN(CCC)C(=O)C1CCC(CNS(=O)(=O)c2cccc3nsnc23)CC1 (configuration not stated),0.8,-3,0.8,0.2,-3,-1.3,0,-3.1,0
Cc1cccc(NC(=O)C2CCCN(S(=O)(=O)c3ccc4[nH]c(=O)ccc4c3)C2)c1 (configuration not stated),-2.8,-6,-0.2,0.2,3,-0.4,1,-2.6,2
Cc1cc(C(=O)NC2CC(C)(C)Cc3c2cnn3-c2ccc(F)cc2)nn1C (configuration not stated),-0.8,12,1.8,3.7,0,-0.6,1,7.3,2
COc1cccc2cc(C(=O)C3=C(O)C(=O)N(CCN(C)C)C3c3ccc(Cl)cc3)oc12 (configuration not stated),-2.2,12,-0.5,?,?,-0.1,-1,/,30*
COC(=O)c1nn(-c2cccc(C(F)(F)F)c2)c(=O)cc1Sc1ccccn1,-1.7,7,1.4,-0.2,2,-1.3,-1,-1.4,1

# Single records, as listed above.
# Profile of CCCN(CCC)C(=O)C1CCC(CNS(=O)(=O)c2cccc3nsnc23)CC1 (configuration not stated) → FadD28 binding = 0.8; GDH-TPI inh = -3; PfHsp40 rescue = 0.8; BoNT A protease = 0.2; BoNT-F LC inh = -3; Mtb UGM inh = -1.3; FBA Mtb inh = 0; BioA inh = -3.1; Anthrax LF prot = 0
# Profile of COc1cccc2cc(C(=O)C3=C(O)C(=O)N(CCN(C)C)C3c3ccc(Cl)cc3)oc12 (configuration not stated) → FadD28 binding = -2.2; GDH-TPI inh = 12; PfHsp40 rescue = -0.5; BoNT A protease = ?; BoNT-F LC inh = ?; Mtb UGM inh = -0.1; FBA Mtb inh = -1; BioA inh = /; Anthrax LF prot = 30*
